RGS7-Gao reg = human RGS7-Galphao interaction regulation. Multiplexed bead flow cytometry, RGS7-Galphao binding; actives lie on both sides. binding response (% of control), % at 10 µM. 220,000 compounds, 0.35% hits. AID 1439; in the data active = binding response below about 49% or above about 150%; inconclusive = no clear call, values can overlap the other calls; inactive = in between;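 also: fluorescent Galphao held in activated GDP-AlF4 state binding bead-coupled RGS7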
Bim-Bcl-W = disrupts Bim peptide binding to human Bcl-W. Q92843. bead-based flow cytometry. inhibition, % at 10 µM. 190,000 compounds, 0.02% hits. AID 952;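 also: 0% = bound tracer without compound and 100% = peptide blocker; higher means less fluorescent Bim peptide bound to Bcl-W beads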
Target sequence (Q92843 whole entry, looked up): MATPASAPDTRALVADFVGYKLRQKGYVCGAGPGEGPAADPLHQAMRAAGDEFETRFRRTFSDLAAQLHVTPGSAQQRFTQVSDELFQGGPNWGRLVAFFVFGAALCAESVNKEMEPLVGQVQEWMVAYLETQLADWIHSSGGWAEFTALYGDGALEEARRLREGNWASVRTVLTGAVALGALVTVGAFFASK
Mcl-1 Bim block = human Bim-Mcl-1 interaction inhibition; Q07820; 190,000 compounds, 0.1% hits; inhibition, % at 10 µM; Bead-based flow cytometry, Bim peptide-Mcl-1 binding;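 also: 0% = no compound tracer wells and 100% = peptide blocker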
Target sequence (Q07820 whole entry, looked up): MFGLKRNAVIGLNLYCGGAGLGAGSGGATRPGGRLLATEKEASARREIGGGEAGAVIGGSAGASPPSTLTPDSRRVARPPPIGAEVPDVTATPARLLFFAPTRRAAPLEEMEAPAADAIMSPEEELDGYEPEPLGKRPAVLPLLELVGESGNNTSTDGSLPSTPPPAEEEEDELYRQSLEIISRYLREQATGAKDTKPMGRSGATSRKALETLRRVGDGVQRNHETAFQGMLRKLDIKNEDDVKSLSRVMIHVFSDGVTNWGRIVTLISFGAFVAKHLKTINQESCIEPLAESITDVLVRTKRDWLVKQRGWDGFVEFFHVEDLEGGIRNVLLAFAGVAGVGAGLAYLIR
RGS4-Gao reg = human RGS4-Galphao interaction regulation | Multiplexed bead flow cytometry, RGS4-Galphao binding; actives lie on both sides | binding response (% of control), % at 10 µM | 220,000 compounds, 0.33% hits | AID 1415; in the data active = binding response below about 49% or above about 150%; inactive = in between;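 also: fluorescent Galphao activated with aluminum fluoride binding bead-coupled RGS4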
ABCB1 block = blocks JC-1 efflux by human ABCB1 transporter; CCRF-Adr cells, flow cytometry; AID 1326; inhibition, % at 6.6 µM; 190,000 compounds, 0.067% hits; P08183; in the data active = inhibition above about 40%;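 also: 0% = vehicle and 100% = reference inhibitor; higher value means more JC-1 retained so stronger ABCB1 efflux block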
Bim-Bfl-1 = inhibitors of Bim-Bfl-1 interaction, human. AID 1008. inhibition, % at 10 µM. Q16548. Bead-based flow cytometry, Bim-Bfl-1 binding inhibition. 190,000 compounds, 0.12% hits;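 also: 0% = wells without compound plus tracer and 100% = blocker peptide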
ABCG2 inh = blocks JC-1 efflux by human ABCG2 transporter. IgMXP3 cells, flow cytometry. inhibition, % at 6.6 µM. 190,000 compounds, 0.1% hits. AID 1325;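 active = inhibition above 80%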;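 also: 0% = DMSO and 100% = nicardipine control wells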
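Test system: IgMXP3 (ABCG2) plus far-red-tagged CCRF-Adr (ABCB1) cells / Amount: 3 million cells/mL in well / Reagent: JC-1 transporter substrate / Timing: 10 min compound exposure, 25 °C / Signal: flow cytometry, 530 nm JC-1 signal / Read-out: percent efflux inhibition, scaled nicardipine 100% to DMSO 0% / Benchmarks: nicardipine as high control, DMSO as low control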
Bcl-2 Bim block = inhibitors of Bim-Bcl-2 interaction, human. inhibition, % at 10 µM. P10415. 190,000 compounds, 0.06% hits. AID 950. Bead-based flow cytometry, Bim peptide-Bcl-2 binding; in the data active = inhibition above about 40%; inconclusive = no clear call, values can overlap the other calls;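 also: 0% = no compound wells with probe peptide and 100% = reference peptide inhibitor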
Target sequence (P10415 whole entry, looked up): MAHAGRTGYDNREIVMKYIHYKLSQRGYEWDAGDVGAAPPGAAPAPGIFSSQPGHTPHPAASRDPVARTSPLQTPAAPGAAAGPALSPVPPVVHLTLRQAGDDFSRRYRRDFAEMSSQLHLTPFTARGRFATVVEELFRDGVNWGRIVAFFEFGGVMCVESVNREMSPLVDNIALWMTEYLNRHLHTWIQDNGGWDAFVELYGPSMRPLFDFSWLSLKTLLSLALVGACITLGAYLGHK
RGS8-Gao = regulators of human RGS8-Galphao interaction | response (percent of control binding), % at 10 µM | 220,000 compounds, 0.34% hits | AID 1423 | multiplexed bead flow cytometry, RGS8-Galphao binding; actives lie on both sides | P09471; in the data active = response below about 60% or above about 140%; inactive = in between;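 also: Galphao activated as the GDP aluminium fluoride complex binding bead-coupled RGS8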
Bcl-B Bim block = disrupts Bim peptide binding to human Bcl-B | 190,000 compounds, 0.073% hits | AID 951 | inhibition, % at 10 µM | bead-based flow cytometry | Q9HD36;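 also: 0% = tracer peptide without compound and 100% = reference inhibitor peptide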
Target sequence (Q9HD36 whole entry, looked up): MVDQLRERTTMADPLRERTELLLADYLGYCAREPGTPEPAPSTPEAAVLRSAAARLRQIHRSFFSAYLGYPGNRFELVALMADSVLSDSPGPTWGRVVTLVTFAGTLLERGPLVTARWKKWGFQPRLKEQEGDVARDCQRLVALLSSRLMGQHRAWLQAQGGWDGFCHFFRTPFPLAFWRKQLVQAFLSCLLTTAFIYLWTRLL
Bim-Bcl-XL = disrupts Bim peptide binding to human Bcl-XL. Q07817. bead flow cytometry, fluorescence. AID 1007. inhibition, % at 10 µM. 190,000 compounds, 0.04% hits
Starred values were filed as active, the others as inactive; ? = inconclusive; / = not tested or not shown. Rule as the data show it, unless noted: active = inhibition above about 40%.

SMILES | RGS7-Gao reg | Bim-Bcl-W | Mcl-1 Bim block | RGS4-Gao reg | ABCB1 block | Bim-Bfl-1 | ABCG2 inh | Bcl-2 Bim block | RGS8-Gao | Bcl-B Bim block | Bim-Bcl-XL
COc1ccc(NC(=O)Nc2ccc3oc(C)nc3c2)cc1 | 102 | -1 | 1 | 102 | 0.8 | -4 | 2 | 0 | 102 | -3 | 0
O=S(=O)(NCCc1csc(-c2cccnc2)n1)c1ccc(Cl)s1 | 100 | -1 | 0 | 95 | 0.3 | -8 | 1 | -7 | 94 | -1 | -3
COc1ccccc1OCCOCCOc1ccc(C)cc1[N+](=O)[O-] | 122 | 3 | 3 | 116 | / | 0 | / | 0 | 130 | 4 | 5
O=C(N/N=C/c1ccc(-c2ccccc2[N+](=O)[O-])o1)c1cncc(Br)c1 | 78 | 32 | 30 | 85 | 0.2 | 28 | -1 | 18 | 80 | 24 | 48*
CCCOc1ccc(-c2nnn(CC(=O)c3ccc4c(c3)OCCO4)n2)cc1 | 103 | -1 | -3 | 104 | 0.3 | 0 | 3 | -1 | 103 | -3 | 0
O=[N+]([O-])c1ccc(-c2cn(-c3ccccc3F)c(=S)[nH]2)cc1 | 98 | -4 | -7 | 98 | 0.1 | 6 | 1 | 3 | 95 | -27 | -5
Cc1cccc2c1N(CCOc1ccccc1)C(=O)C2=O | 86 | -8 | 0 | 88 | 0.8 | -6 | 5 | 0 | 93 | -6 | -5
O=S(=O)(N1CCCCC1)n1c(Cc2ccccc2)nc2ccccc21 | 101 | -6 | -2 | 102 | 0.9 | -1 | 6 | -2 | 100 | 2 | 0
CN(CCCC(=O)Nc1ccncc1)S(=O)(=O)c1ccc(Cl)cc1 | 102 | -7 | -7 | 102 | 0.8 | 5 | 21 | 2 | 99 | 0 | -2
CC(C)NC(=S)N/N=C/C1=CCC2CC1C2(C)C (stereo unspecified) | 105 | -2 | -5 | 105 | 0.1 | -6 | 1 | -7 | 105 | -7 | -7
CC[C@H](C)[C@H](NS(=O)(=O)c1ccc(C)cc1)C(=O)N1CCC(C(=O)N[C@@H](C)C(=O)O)CC1 | 104 | 0 | 2 | 104 | 0.8 | -3 | 6 | -1 | 100 | 2 | 0
Cc1cccc(NC2=NC(=S)N(c3cccc(C(=O)O)c3)C23CCCCC3)c1 | 101 | 0 | 0 | 103 | 0.7 | -3 | 2 | -2 | 101 | -3 | 0
COc1cc(Br)c(S(=O)(=O)Nc2c(C)n(C)n(-c3ccccc3)c2=O)cc1OC | 105 | 5 | 0 | 103 | 0.6 | -8 | 23 | -1 | 101 | -6 | -3
Cc1nc2ccccc2cc1O | 99 | -3 | -1 | 103 | 0.3 | -5 | 7 | -1 | 100 | -1 | -4
COc1cc(C(=O)NCc2nnc(SCC(=O)Nc3nc4ccccc4s3)o2)cc(OC)c1OC | 112 | -2 | -3 | 106 | -0.2 | -1 | 0 | -7 | 111 | -2 | -2
CC1CCN(C(=O)C2CCCCN2S(=O)(=O)c2cccc([N+](=O)[O-])c2)CC1 (stereo unspecified) | ? | -2 | -1 | 101 | 3.5 | -8 | 14 | -5 | 100 | -5 | -4
COc1ccc(NCC(=O)N/N=C/c2cc([N+](=O)[O-])ccc2N2CCCC2)cc1 | 106 | 2 | 0 | 100 | 0.0 | -1 | 0 | 2 | 101 | 0 | 0
CCOc1ccc(Br)cc1S(=O)(=O)Nc1nc(CN2CCOCC2)nc2sc(C)c(C)c12 | 98 | 0 | 0 | 103 | 1.5 | -1 | 10 | -2 | 100 | 0 | -5
Cc1ccc(CC(=O)Nc2nc3ccccc3[nH]2)cc1C | 92 | 0 | 0 | 95 | 0.9 | -2 | 3 | 1 | 98 | 0 | 0
Cc1ccc(S(=O)(=O)c2nc(NCc3ccc4c(c3)OCO4)sc2Cl)cc1 | 104 | 0 | 0 | 103 | 1.5 | -11 | 9 | -12 | 101 | -10 | 0
O=C(Nc1nccs1)c1cccc(NC(=O)C2CC2)c1 | 105 | 0 | -2 | 104 | 0.6 | -4 | 2 | 3 | 100 | -1 | -3
COc1ccc(NC(=O)N(CCC(C)C)C(C)c2ccccn2)c(OC)c1 (stereo unspecified) | 102 | 0 | -1 | 102 | 0.8 | -10 | 3 | -10 | 105 | -11 | -3
CC(C)(C)C(=O)NC(NC(=O)C(C)(C)C)c1ccc([N+](=O)[O-])cc1 | 100 | -2 | -7 | 103 | 0.6 | -2 | 8 | -4 | 104 | -7 | -5
S=C(NCc1ccco1)N1CCN(Cc2ccc(Cl)cc2Cl)CC1 | 100 | 1 | 1 | 100 | 0.6 | -5 | 5 | -3 | 101 | -9 | 0
Cc1ccc(C(C)C)cc1C(=O)CC1(O)C(=O)N(C)c2ccccc21 (stereo unspecified) | 100 | -1 | 0 | 95 | 0.4 | 0 | 2 | 1 | 97 | 0 | -1

Marked active in Bim-Bcl-XL, among the entries above:
SMILES | RGS7-Gao reg | Bim-Bcl-W | Mcl-1 Bim block | RGS4-Gao reg | ABCB1 block | Bim-Bfl-1 | ABCG2 inh | Bcl-2 Bim block | RGS8-Gao | Bcl-B Bim block | Bim-Bcl-XL
O=C(N/N=C/c1ccc(-c2ccccc2[N+](=O)[O-])o1)c1cncc(Br)c1 | 78 | 32 | 30 | 85 | 0.2 | 28 | -1 | 18 | 80 | 24 | 48*

Ordered by value in Bim-Bfl-1 (largest number first): 3 of the compounds above.
SMILES | RGS7-Gao reg | Bim-Bcl-W | Mcl-1 Bim block | RGS4-Gao reg | ABCB1 block | Bim-Bfl-1 | ABCG2 inh | Bcl-2 Bim block | RGS8-Gao | Bcl-B Bim block | Bim-Bcl-XL
COc1ccccc1OCCOCCOc1ccc(C)cc1[N+](=O)[O-] | 122 | 3 | 3 | 116 | / | 0 | / | 0 | 130 | 4 | 5
Cc1ccc(CC(=O)Nc2nc3ccccc3[nH]2)cc1C | 92 | 0 | 0 | 95 | 0.9 | -2 | 3 | 1 | 98 | 0 | 0
CC1CCN(C(=O)C2CCCCN2S(=O)(=O)c2cccc([N+](=O)[O-])c2)CC1 (stereo unspecified) | ? | -2 | -1 | 101 | 3.5 | -8 | 14 | -5 | 100 | -5 | -4

The listing picks up with the two entries that preceded the break.
SMILES | RGS7-Gao reg | Bim-Bcl-W | Mcl-1 Bim block | RGS4-Gao reg | ABCB1 block | Bim-Bfl-1 | ABCG2 inh | Bcl-2 Bim block | RGS8-Gao | Bcl-B Bim block | Bim-Bcl-XL
S=C(NCc1ccco1)N1CCN(Cc2ccc(Cl)cc2Cl)CC1 | 100 | 1 | 1 | 100 | 0.6 | -5 | 5 | -3 | 101 | -9 | 0
Cc1ccc(C(C)C)cc1C(=O)CC1(O)C(=O)N(C)c2ccccc21 (stereo unspecified) | 100 | -1 | 0 | 95 | 0.4 | 0 | 2 | 1 | 97 | 0 | -1
COc1ccc(C(=O)/C=C/Nc2ccc(S(=O)(=O)Nc3onc(C)c3C)cc2)cc1 | 103 | 4 | 6 | 101 | -0.3 | 0 | -7 | 2 | 100 | 6 | 6
Cc1onc(-c2ccccc2Cl)c1C(=O)OCc1cnc(Cl)s1 | ? | 1 | 3 | 102 | 0.1 | 0 | 4 | -3 | 102 | 0 | -2
CCOC(=O)c1sc2nc(SC)nc(-c3ccccc3)c2c1N | 103 | -1 | 1 | 107 | 0.6 | -2 | 6 | -2 | 102 | -2 | -9
NC(=O)c1ccc(NC(=O)CCc2nc3ccccc3s2)cc1 | ? | 1 | -1 | 86 | 2.4 | 2 | 6 | 2 | 88 | -3 | 0
Cn1c(=O)[nH]c(=O)c2c1nc(N1CCN(c3cccc(Cl)c3)CC1)n2CCCc1ccccc1 | 98 | -1 | 0 | 99 | 0.5 | -5 | 2 | -3 | 103 | -3 | 0
Fc1ccc(NC(=S)N2CCCc3ccccc32)cc1 | 95 | -4 | -1 | 94 | 0.5 | -1 | 2 | -1 | 99 | -1 | -5
CC(C)c1nc(C#N)c(NCCCn2ccnc2)o1 | 99 | 6 | 3 | 99 | 0.1 | -10 | 0 | -5 | 98 | -3 | 0
CCCc1nccn1S(=O)(=O)c1cc(OC)ccc1OC | 99 | 2 | 3 | 101 | 0.2 | -13 | 1 | -3 | 101 | -5 | 3
O=C(Nc1ccccc1)Nc1ccccc1C(=O)NCc1ccccc1 | 93 | 3 | -3 | 94 | -0.1 | -12 | 1 | -10 | 97 | -7 | -8
O=C(CNc1ccccc1)N/N=C/c1ccc2c(c1)OCCO2 | 94 | -3 | -4 | 97 | 0.1 | -9 | 1 | -5 | 101 | -2 | -3
Cc1cc(C)c(C)c(S(=O)(=O)Nc2ccccc2C(=O)O)c1C | ? | -6 | -2 | 100 | 0.0 | -8 | -4 | -4 | 101 | -6 | -3
CCOC(=O)N1CCC(N2C(=O)c3ccccc3C2Nc2c(C)cccc2C)CC1 (stereo unspecified) | 98 | 0 | -1 | 101 | 1.0 | -13 | 3 | -6 | 102 | -10 | -3
CCCOc1ccc(C2C(=O)N(C3CCCCC3)CC(=O)N2C2CC2)cc1OC (stereo unspecified) | 96 | -3 | -2 | 95 | 1.1 | -1 | 4 | -2 | 100 | 0 | -3
Oc1ccccc1CNc1ncc(Br)cc1Br | 98 | 0 | -4 | 99 | 0.4 | -1 | 3 | -2 | 103 | -2 | 1
CCOC(=O)C1=Nc2ccccc2C1=[N+]=[N-] | 99 | 1 | -1 | 100 | 0.2 | -14 | 0 | -8 | 101 | -9 | -1
CSc1ccccc1C(=O)Nc1cccc([N+](=O)[O-])c1 | 98 | 0 | 0 | 101 | 0.2 | -4 | 1 | -2 | 100 | 0 | 0
CCCn1nnnc1NCc1cccn1C | 92 | 0 | 4 | 88 | -0.1 | -5 | 0 | -3 | 92 | -1 | 0
Cc1cc(CN(C)C(=O)c2cc(COc3ccc(F)cc3Cl)on2)n[nH]1 | 103 | -3 | -3 | 101 | 1.0 | -6 | 4 | -5 | 98 | -2 | -3
CCC(Sc1nc(C)cc(C)n1)C(=O)Nc1cc(C)on1 (stereo unspecified) | 95 | -4 | 0 | 94 | -0.1 | -7 | 2 | -2 | 99 | -7 | -2
COC(=O)CCCCC1SCC(NC(=O)OC)C1NC(=O)OC (stereo unspecified) | 95 | 0 | 0 | 99 | 0.9 | -17 | 2 | -8 | 100 | -5 | -2

Full records, looked up by structure.
Cn1c(=O)[nH]c(=O)c2c1nc(N1CCN(c3cccc(Cl)c3)CC1)n2CCCc1ccccc1 as listed: RGS7-Gao reg = 98; Bim-Bcl-W = -1; Mcl-1 Bim block = 0; RGS4-Gao reg = 99; ABCB1 block = 0.5; Bim-Bfl-1 = -5; ABCG2 inh = 2; Bcl-2 Bim block = -3; RGS8-Gao = 103; Bcl-B Bim block = -3; Bim-Bcl-XL = 0
Cc1cc(CN(C)C(=O)c2cc(COc3ccc(F)cc3Cl)on2)n[nH]1 as listed: RGS7-Gao reg = 103; Bim-Bcl-W = -3; Mcl-1 Bim block = -3; RGS4-Gao reg = 101; ABCB1 block = 1.0; Bim-Bfl-1 = -6; ABCG2 inh = 4; Bcl-2 Bim block = -5; RGS8-Gao = 98; Bcl-B Bim block = -2; Bim-Bcl-XL = -3
